# NPR2 activator – GC-B (human) receptor activation | P20594 | HEK293-GC-B cells, CNP EC30, cGMP TR-FRET; 0% at EC30 CNP, 100% saturating CNP | activation, % at 10 µM | actives 0.11% (n = 370,000) | AID 1920062;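 active means activation at 10 µM reaching about 35% in either raw or pattern-adjusted values, limit read from the data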
# HTRA1 inhibitor – blocks human HTRA1 serine peptidase; actives 0.5% (n = 340,000); inhibition, % at 5.96 µM; AID 504803; recombinant HTRA1, FP-rhodamine activity-based probe, fluorescence polarization; in the data active means inhibition above about 36%;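 further: 0% = enzyme with DMSO and 100% = wells lacking enzyme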
# Rev-erbA mod – modulates human Rev-erb alpha binding to DNA. actives 0.79% (n = 370,000). P20393. Rev-erbα–FITC-DNA binding, fluorescence polarization, 90 min. AID 1259318. activity, % at 10 µM;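 active means activity above about 14%, limit read from the data; passing the limit was not always enough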;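 further: 0% = DMSO wells with 35 nM protein and 100% = DMSO wells with 750 nM protein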
# Target sequence (P20393 whole entry, looked up): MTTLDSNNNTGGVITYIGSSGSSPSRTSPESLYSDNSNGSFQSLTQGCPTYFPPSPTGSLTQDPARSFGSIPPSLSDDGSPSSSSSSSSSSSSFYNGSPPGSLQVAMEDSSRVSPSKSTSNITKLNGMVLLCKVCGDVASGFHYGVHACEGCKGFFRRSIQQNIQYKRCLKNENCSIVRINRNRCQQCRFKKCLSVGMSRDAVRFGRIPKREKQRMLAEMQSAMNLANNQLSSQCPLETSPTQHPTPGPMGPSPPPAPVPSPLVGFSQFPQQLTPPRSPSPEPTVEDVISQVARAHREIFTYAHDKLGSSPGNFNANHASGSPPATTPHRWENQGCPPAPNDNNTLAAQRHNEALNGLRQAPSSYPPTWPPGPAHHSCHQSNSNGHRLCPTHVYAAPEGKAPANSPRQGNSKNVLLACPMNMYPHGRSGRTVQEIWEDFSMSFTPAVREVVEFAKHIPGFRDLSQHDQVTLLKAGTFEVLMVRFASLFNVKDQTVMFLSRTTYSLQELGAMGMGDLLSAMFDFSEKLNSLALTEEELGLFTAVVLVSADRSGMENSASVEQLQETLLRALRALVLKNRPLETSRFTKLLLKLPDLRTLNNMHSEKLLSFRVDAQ
# rCAG binder – binds r(CAG) RNA repeats. AID 651821. actives 1.3% (n = 370,000). inhibition, % at 3 µM. r(CAG) RNA repeat, TO-PRO-1 dye displacement fluorescence;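 active means inhibition above the plate cutoff, the mean of all test compounds on that plate plus 3 SD, cut at about 35% in these data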;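 further: 0% = DMSO alone and 100% = 100 µM mitoxantrone as full dye displacement; higher means more dye released from RNA so lower well fluorescence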
# ASAP1 inh – blocks human ASAP1-stimulated Arf1 GTP hydrolysis. Q9ULH1. GDP FP detection. inhibition, % at 16.5 µM. actives 0.19% (n = 360,000). AID 624377; in the data active means inhibition above about 25%;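 further: 0% = vehicle with enzyme and substrate and 100% = no enzyme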
# GC-A act – GC-A (human) enzyme activation; HEK293 GC-A cells, cGMP TR-FRET, EC30 ANP; 0% at EC30 ANP, 100% saturating ANP; activation, % at 10 µM; actives 0.14% (n = 370,000); in the data active means activation above about 40%
# ARFGAP1 inh – inhibits rat ARF GTPase activating protein 1; actives 0.26% (n = 360,000); inhibition, % at 16.5 µM; Q62848; Arfgap1-stimulated ARF1 GTP hydrolysis, GDP FP detection;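 active means inhibition above a per-plate limit, mean inhibition of low control wells plus 3 SD, cut at about 25% in these data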;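 further: 0% = DMSO wells with enzyme and 100% = wells lacking Arfgap1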
#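 Material: truncated rat Arfgap1 GAP domain; Incubation: compound-enzyme preincubation 20 min, reaction 120 min, detection 60 min, 25 °C; Read-out: percent inhibition of Arfgap1-stimulated GTP hydrolysis; Technique: FP, GDP Alexa 633 tracer displaced from anti-GDP antibody, 620/688 nm; Controls: No-Arfgap1 wells (100%) versus DMSO full-reaction wells (0%); Replication: single well per compound.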
# PG9 binder – binds the HIV-1 gp120 antibody PG9; TR-FRET gp120-PG9 antibody binding; inhibition, % at 6.7 µM; actives 0.43% (n = 360,000); in the data active means inhibition above about 8.5%
# mABHD4 FP – inhibitors of mouse ABHD4; purified mABHD4, FP-Rh probe fluorescence polarization; inhibition, % at 8.92 µM; actives 0.54% (n = 370,000); AID 720543;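 active means inhibition exceeding the mean over every tested compound plus 3 SD, cut at about 30% in these data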;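 further: 0% = plate median of compound wells and 100% = S159A mutant with DMSO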
# Target sequence (Q8VD66 whole entry, looked up): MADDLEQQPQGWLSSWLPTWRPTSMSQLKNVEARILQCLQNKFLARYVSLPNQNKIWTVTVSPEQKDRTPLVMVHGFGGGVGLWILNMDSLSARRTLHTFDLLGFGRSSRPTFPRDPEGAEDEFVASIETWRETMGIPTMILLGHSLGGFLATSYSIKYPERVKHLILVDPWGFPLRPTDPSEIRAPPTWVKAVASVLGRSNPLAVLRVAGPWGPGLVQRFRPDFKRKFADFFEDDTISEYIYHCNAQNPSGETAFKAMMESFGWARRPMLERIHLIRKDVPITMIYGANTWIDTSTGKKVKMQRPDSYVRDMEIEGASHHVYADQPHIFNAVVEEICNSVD
#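 System: mouse ABHD4 enzyme, wild type / Medium: HEPES pH 7.0, NaCl, Pluronic buffer / Reagent: FP-Rh activity-based fluorescent probe / Control set: S159A mutant high control, sample median low control / Detection: fluorescence polarization with parallel and perpendicular emission, 525/598 nm / Schedule: 45 min + 60 min at 25 °C / Compound dosing: 8.92 µM, single dose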
# SMARCA2 act – activators of SMARCA2 function. actives 1% (n = 370,000). MG213 cells, MMTV-luciferase reporter, dexamethasone, overnight. activation, % at 9.1 µM; in the data active means activation above about 7.8%;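 further: 0% = vehicle wells and 100% = reference activator wells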
# * = called active by the depositor; x = no result given.
Molecule	NPR2 activator	HTRA1 inhibitor	Rev-erbA mod	rCAG binder	ASAP1 inh	GC-A act	ARFGAP1 inh	PG9 binder	mABHD4 FP	SMARCA2 act
COc1ccc(N2C(=S)NC(C)(C)CC2(C)c2ccc(OC(C)=O)cc2OC(C)=O)cc1 (stereo unspecified)	3	8	-2	-5	-8	1	-8	1.0	5	1
CCc1nn(C(C)C(=O)NCCc2ccccc2)c(=O)c2cc3occc3n12 (stereo unspecified)	-1	-6	-8	1	-7	-4	6	-0.8	8	0
O=C(NCCNCc1ccccn1)c1ccco1	1	-10	-2	-2	-2	2	-6	-2.2	-11	0
CCCCCOC(=O)Nc1ccc(S(=O)(=O)Nc2cccc([N+](=O)[O-])c2)cc1	1	-38	-2	48*	8	-6	11	-1.8	-39	-2
COc1ccc(C2=CC(=O)C[C@H](c3ccc(F)cc3)C2)c(OC)c1	-1	-34	3	-2	2	6	-4	0.9	-3	-1
CCOC(=O)COc1cccc2c(=O)n(CC(=O)NCc3ccc(F)cc3)ccc12	-3	3	8	-4	5	-2	-4	5.9	4	-3
CC(C)CN1C(=O)C(=O)N(CC(=O)c2ccc3c(c2)CCCC3)C1=O	-1	-6	-1	5	-15	1	4	0.5	3	-1
CC(/C=N/Nc1nnc(C)c(=O)[nH]1)=C\c1ccccc1	-8	5	-2	13	-16	-2	13	-2.7	1	-1
COc1ccccc1OCC(=O)Nc1ccc(N2CCCCC2)cc1	2	-12	-4	-5	2	-1	-3	-1.9	1	3
COc1ccc(NC(=O)CSc2nccn2-c2ccccc2)cc1	5	-2	-6	-3	13	-2	1	-3.9	3	4
CCSc1ccccc1C(=O)N1CCC2(CC1)CC(=O)c1ccccc1O2	2	-7	1	-9	6	-2	10	-1.5	7	-2
Cc1[nH]nc2cn[nH]c12	3	-3	-5	0	11	4	10	-4.0	-1	2
O=C(NCCCN1CCOCC1)C(=O)N/N=C/c1ccccc1O	6	1	-4	0	-7	2	-13	-1.7	5	-4
CC1CCCCC1NC(=O)C1CCCN(S(=O)(=O)c2ccc(-n3cnnn3)cc2)C1 (stereo unspecified)	6	5	-1	1	-6	0	-3	0.0	3	-3
Cc1cnc(NC(=O)COc2ccccc2Cl)s1	-4	1	3	-5	0	3	-3	-0.7	2	-4
CC1(C(=O)N/N=C/c2ccccc2)CC1(Cl)Cl (stereo unspecified)	-2	-1	-3	-4	-7	6	21	-1.2	0	-1
O=C(O)Cc1ccc(N=Cc2c(O)ccc3ccccc23)cc1	-8	-4	1	1	7	-4	3	-2.4	1	-2
CN(CCC1CCCCO1)C(=O)CCc1nnc(CCc2ccccc2)o1 (stereo unspecified)	0	-1	-7	-10	-5	1	-3	1.0	-7	0
CC(=O)CCc1c(C)c2cccc(C)c2[nH]c1=O	2	-17	-6	0	-17	1	3	-1.3	-7	3
N#Cc1ccccc1S(=O)(=O)N1CCN(CC(O)COc2ccccc2F)CC1 (stereo unspecified)	7	6	-2	3	4	-1	-2	0.9	16	1
O=C(c1ccccc1)C(Nc1ccccn1)c1ccccc1 (stereo unspecified)	-10	-13	0	-1	-6	-7	-4	-2.1	-8	-2
CCC(=O)NCCc1nc2ccccc2[nH]1	7	-8	3	0	-11	2	0	0.0	1	-1
COC(=O)c1ccc(CSc2nc(N3CCOCC3)c3c(c2C#N)CC(C)(C)OC3)o1	32	4	7	-1	5	17	-7	-3.2	-3	3
C/C(=N/NC(=O)C(=O)N/N=C(/C)c1ccccc1)c1ccccc1	-8	x	2	-4	-3	-3	-2	-1.7	1	0
O=C1CC(NCCc2ccccc2)C(=O)N1CCc1ccccc1 (stereo unspecified)	-4	11	1	-6	-6	-1	6	-1.2	0	-2
Cn1c(SCc2nc(-c3ccc(Br)cc3)no2)nnc1-c1ccco1	-3	-11	-1	-4	-5	3	-10	0.0	0	-4
c1ccc(-c2cc(-c3nnc4sc(Cc5cccs5)nn34)[nH]n2)cc1	-7	x	-9	15	x	6	x	x	-22	-4
C=CCn1c(SCc2ccccc2C#N)nnc1-c1cc(Br)ccc1O	-10	-6	2	6	0	-6	-7	-1.3	-2	-1
CNC(=O)C1CCN(S(=O)(=O)c2c(C)noc2/C=C/N(C)C)CC1	1	3	-5	11	-6	-1	-18	-0.6	-4	-2
COc1cc(/C=C/C(=O)O)cc(S(=O)(=O)N2CCN(S(=O)(=O)c3ccc(Cl)cc3)CC2)c1OC	-1	1	3	20	8	4	5	-1.2	3	-1
CC(=O)Nc1ccc(NC(=O)C(C)OC(=O)c2ccccc2NS(=O)(=O)c2cccs2)cc1 (stereo unspecified)	5	-14	0	13	5	-1	-6	-1.4	-3	-2
COc1cccc(C(=O)N2CCCc3ccccc32)c1OC	2	2	3	2	8	-3	4	-0.8	-3	3
O=C(N/N=C/c1cccs1)c1ccc2c(c1)OCO2	3	2	4	2	-3	1	3	-2.9	5	2
COc1cc(C2C=C(Nc3ccccc3)C(=O)N2c2ccccc2)ccc1O (stereo unspecified)	-6	-5	1	13	9	-2	-8	-0.9	-1	4
Cc1cnc(C(=O)Nc2nnc(C(C)C)s2)cn1	4	2	3	1	-4	-4	1	2.0	0	0
N#CC(c1ccccc1)c1cccc(Cl)n1 (stereo unspecified)	0	x	-1	0	-10	4	6	-2.9	-3	0
CCCN1CNC(=S)N(c2ccccc2OC)C1	3	5	-6	-1	-14	-5	-5	0.6	-3	-1
O=C(CCCC(=O)Nc1cccnc1)Nc1cccnc1	0	-6	-2	2	-9	7	-7	0.0	-2	1
Cc1nc(NCCc2ccccc2)c2oc3ccccc3c2n1	19	-15	3	2	4	17	11	-1.4	-1	-4
COc1ccc(COC(=O)C2=C(C)NC(=O)NC2c2cc(Br)c(O)c(OC)c2)cc1 (stereo unspecified)	-13	2	3	6	2	-45	12	0.8	-22	-3
COc1cc(C(c2c(O)nc(SC)[nH]c2=O)c2c(O)nc(SC)[nH]c2=O)cc(OC)c1OC	11	2	1	3	-3	4	4	-2.1	6	0
CCn1c(SCC(=O)Nc2c(C)n(C)n(-c3ccccc3)c2=O)nc2c1c(=O)n(C)c(=O)n2C	4	x	-7	-3	-9	0	-9	-0.3	0	-3
N#Cc1ccc(C(=O)OCC(=O)Nc2ccc(S(N)(=O)=O)cc2)cc1	-2	10	-5	5	3	3	7	1.5	-4	-1
COc1ccc(C(=O)CN2C(=O)NC3(CCCc4ccccc43)C2=O)cc1OC (stereo unspecified)	-2	-2	3	-1	-5	8	-14	-0.8	3	0
CCOC(=O)N1CCN(C(=O)COc2cc(C)c(Cl)c(C)c2)CC1	-2	-6	8	-6	-10	-1	10	-0.6	6	2
COc1ccc(/C=C/C(=O)Nc2nc(N)n(-c3ccccc3)n2)cc1	5	3	1	-2	2	-1	-3	-0.8	0	-4
CCOc1ccc(N2C(=O)CC(NCC#N)C2=O)cc1 (stereo unspecified)	0	0	-4	-1	-12	8	-3	-2.9	4	0
COc1ccc(S(=O)(=O)N2CCC(CN3C(=O)c4cccc5cccc(c45)C3=O)CC2)cc1	-6	-2	11	9	-7	-5	3	-0.8	-3	-5
COC(=O)CCCC(=O)N1CCC(n2nccc2NC(=O)CCOc2ccccc2)CC1	1	1	2	-5	7	1	3	-2.4	4	-1
Nc1ncnc(Nc2cc(C(F)(F)F)cc(C(F)(F)F)c2)n1	-4	-11	1	-1	-3	-5	-4	-2.0	1	0
C=CCc1cc(Cl)ccc1OCCCNC(C)C	-5	1	5	4	-3	1	1	0.8	10	-5
CCOC(=O)N1CCc2c(sc(NC(C)=O)c2C(N)=O)C1	-1	8	1	2	6	0	-1	1.1	0	0
CC(C)c1ccc(OCC(=O)N2CCc3ccccc3C2)cc1	2	-1	2	-6	11	-4	14	-1.5	-7	3
CC(C)OC(=O)C1=CNCC(C)(C)c2c1[nH]c1cc(F)ccc21	-19	x	6	x	x	-9	x	x	25	x
[O-][n+]1ccccc1SC/C=C/c1ccccc1	-6	7	-6	1	-9	-1	-6	-1.3	-1	3
CSCCC(NC(=O)c1cc(C(C)(C)C)oc1C)C(=O)O (stereo unspecified)	3	2	-4	3	-2	0	2	-1.3	-10	0
N#C/C(=C\c1ccncc1)c1nc2ccccc2o1	-9	x	1	7	9	-7	9	-1.0	-2	0
CC1(C(=O)NS(=O)(=O)c2cccc(Cl)c2)CCN1C(=O)c1ccccc1CCc1ccccc1 (stereo unspecified)	1	x	8	61*	1	-8	-12	-0.3	-12	-5
CC(C)c1nnc(NC(=O)c2nc(S(=O)(=O)Cc3ccccc3F)ncc2Cl)s1	-2	x	-5	16	14	7	-6	-0.5	2	-8
COc1ccc2[nH]c3c(=O)n(CCCCCC(=O)NCCC(C)C)c(=S)[nH]c3c2c1	-2	7	4	-3	12	1	-1	-0.2	6	2

# (listing goes on)
Molecule	NPR2 activator	HTRA1 inhibitor	Rev-erbA mod	rCAG binder	ASAP1 inh	GC-A act	ARFGAP1 inh	PG9 binder	mABHD4 FP	SMARCA2 act
CC(NC(=O)COC(=O)/C=C/c1cccc(F)c1)c1ccccc1 (stereo unspecified)	-1	1	-2	-2	-11	-3	6	1.4	7	-3
COc1ccc(Cl)cc1C(=O)NCCN(C)C	4	0	-5	4	-7	0	-14	-2.0	-12	-3
C/C(Cn1ncc(N2CCOCC2)c(Cl)c1=O)=N\O	4	0	-6	0	14	5	-1	0.7	8	-3
CCc1nc2ccc(C(=O)O)cc2nc1CC	-2	0	1	4	-9	1	-8	-0.9	5	0
O=C(OCCCCSc1nnc(-c2cccc3ccccc23)o1)c1ccc(F)cc1	-6	x	1	x	x	-3	x	x	-5	x
O=C(O)c1ccc(Cl)c(NC(=O)C2CCN(S(=O)(=O)c3ccc4c(c3)OCCO4)CC2)c1	-2	10	4	14	14	0	11	-0.1	8	-3
Cc1cccc(C(=O)N[C@@H](C)C(=O)N2CCN(c3ncccn3)CC2)c1	-2	-1	-3	1	1	0	-1	1.1	-10	2
Nc1sc2c(c1C(=O)c1ccccc1)CCCC2	-1	-3	-1	11	4	1	11	-2.5	11	-3

# Profiles as entered above:
# Entry for O=C(O)Cc1ccc(N=Cc2c(O)ccc3ccccc23)cc1 = NPR2 activator = -8; HTRA1 inhibitor = -4; Rev-erbA mod = 1; rCAG binder = 1; ASAP1 inh = 7; GC-A act = -4; ARFGAP1 inh = 3; PG9 binder = -2.4; mABHD4 FP = 1; SMARCA2 act = -2
# Entry for c1ccc(-c2cc(-c3nnc4sc(Cc5cccs5)nn34)[nH]n2)cc1 = NPR2 activator = -7; HTRA1 inhibitor = x; Rev-erbA mod = -9; rCAG binder = 15; ASAP1 inh = x; GC-A act = 6; ARFGAP1 inh = x; PG9 binder = x; mABHD4 FP = -22; SMARCA2 act = -4
# Entry for CCOC(=O)N1CCN(C(=O)COc2cc(C)c(Cl)c(C)c2)CC1 = NPR2 activator = -2; HTRA1 inhibitor = -6; Rev-erbA mod = 8; rCAG binder = -6; ASAP1 inh = -10; GC-A act = -1; ARFGAP1 inh = 10; PG9 binder = -0.6; mABHD4 FP = 6; SMARCA2 act = 2

# Source: PubChem BioAssay
